# Screening results: PubChem BioAssay, several laboratories
# TbMetRS inhib: blocks T. brucei methionyl-tRNA synthetase activity. purified T. brucei MetRS, ATP depletion, Kinase-Glo luminescence. inhibition, % at 11.9 µM. 360,000 tested, 0.4% active. AID 624268;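 active = inhibition above a per-plate cutoff of the control wells' mean inhibition plus 3 SD, cut at about 5.5% in these data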;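 also: 0% = DMSO wells median and 100% = median of wells with control inhibitor compound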
#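 Material: T. brucei methionyl-tRNA synthetase, purified; reagent: substrates ATP, L-methionine and bulk Escherichia coli tRNA; dosing: 11.9 µM single point; timing: 15 min plus 2 h at 25 °C; detection: luminescence of leftover ATP; evaluation: % inhibition; control set: DMSO-only wells as low control; replicates: singlicate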
# STEP block: STEP (human) phosphatase inhibition. recombinant STEP, OMFP fluorogenic substrate, fluorescence. inhibition, % at 20 µM. 360,000 tested, 0.25% active. AID 588621;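 active = inhibition at 20 µM, scaled per plate between control wells, above about 37%, limit read from the data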;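 also: 0% = DMSO with enzyme and substrate and 100% = substrate only without enzyme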
#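 Test system: STEP tyrosine phosphatase / Reagent: OMFP at 25 µM / Doses: 20 µM, 1% DMSO / Read-out: percent inhibition scaled to no-enzyme and uninhibited-enzyme controls, plate-pattern corrected / Detection: FITC-channel fluorescence of OMFP product / Medium: Bis-Tris buffer pH 6.0, 2.5 mM DTT, 0.005% Tween 20 / Schedule: 20 min at room temperature, dark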
# MsrA inhibitor: inhibits bovine methionine sulfoxide reductase A. purified bovine MsrA, absorbance read-out. inhibition, % at 15.5 µM. 360,000 tested, 0.75% active; in the data active = inhibition above about 4.5%;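 also: 0% = vehicle wells with enzyme and 100% = reference inhibitor wells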
# DNMT1 inh: inhibitors of human DNMT1; P26358; DNMT1 molecular beacon, Hinp1I cleavage, fluorescence; inhibition (reported as % activation of signal), % at 10 µM; 360,000 tested, 0.83% active; AID 588458; in the data active = inhibition above about 50%
# Target sequence (P26358 504-1616 limits assumed): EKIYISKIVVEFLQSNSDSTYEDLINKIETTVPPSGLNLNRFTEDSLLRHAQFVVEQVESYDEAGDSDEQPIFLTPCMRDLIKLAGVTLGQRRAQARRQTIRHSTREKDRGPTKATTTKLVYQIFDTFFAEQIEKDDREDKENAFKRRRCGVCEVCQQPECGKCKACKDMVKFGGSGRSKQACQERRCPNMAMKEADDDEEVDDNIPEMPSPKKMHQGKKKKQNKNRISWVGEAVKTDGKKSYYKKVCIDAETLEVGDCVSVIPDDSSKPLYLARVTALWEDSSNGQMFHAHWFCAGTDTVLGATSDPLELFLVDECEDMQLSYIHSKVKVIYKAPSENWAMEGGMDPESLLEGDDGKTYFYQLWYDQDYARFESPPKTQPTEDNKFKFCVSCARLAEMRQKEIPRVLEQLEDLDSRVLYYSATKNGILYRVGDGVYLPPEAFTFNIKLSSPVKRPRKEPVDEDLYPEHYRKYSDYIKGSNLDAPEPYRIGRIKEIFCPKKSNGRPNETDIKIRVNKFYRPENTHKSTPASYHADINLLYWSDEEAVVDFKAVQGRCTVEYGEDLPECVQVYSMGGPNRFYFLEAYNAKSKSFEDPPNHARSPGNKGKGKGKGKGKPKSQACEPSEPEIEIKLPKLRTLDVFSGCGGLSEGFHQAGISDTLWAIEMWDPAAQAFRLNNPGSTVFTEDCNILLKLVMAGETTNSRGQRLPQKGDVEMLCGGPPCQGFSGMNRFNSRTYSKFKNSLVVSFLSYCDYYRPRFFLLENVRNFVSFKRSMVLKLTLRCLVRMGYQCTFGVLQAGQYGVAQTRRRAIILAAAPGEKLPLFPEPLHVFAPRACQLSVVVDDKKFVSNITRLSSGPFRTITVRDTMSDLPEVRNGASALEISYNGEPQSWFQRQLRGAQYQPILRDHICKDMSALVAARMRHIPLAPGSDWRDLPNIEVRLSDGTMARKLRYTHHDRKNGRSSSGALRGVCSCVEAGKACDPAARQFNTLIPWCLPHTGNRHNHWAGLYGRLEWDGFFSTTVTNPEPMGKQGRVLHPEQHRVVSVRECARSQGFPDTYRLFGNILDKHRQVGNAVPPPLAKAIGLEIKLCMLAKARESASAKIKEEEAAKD
# SUMO1 PPI mod: alters human SUMO1 binding to SIM partners; SUMO1 binding to a labelled peptide, TR-FRET, 1 h; inhibition, % at 20 µM; AID 602429; 360,000 tested, 0.33% active; P63165; in the data active = inhibition above about 37%
# Scp1 inh: blocks human Scp-1 phosphatase activity. inhibition, % at 20 µM. Recombinant Scp1, phosphopeptide, malachite green phosphate absorbance. Q9GZU7. 340,000 tested, 0.88% active;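 active = inhibition above about 50% at 20 µM, limit read from the data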;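 also: plate controls were DMSO wells with enzyme for no effect and wells lacking enzyme for full effect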
#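 Times: enzyme reaction 45 min at room temperature, colour 5 min, stabilisation 30 min. Material: SCP-1 catalytic fragment, aa 76-261. Medium: Acidic Tris acetate buffer with magnesium and detergent. Signal: colorimetric free-phosphate detection, absorbance 630 nm. Read-out basis: % inhibition of SCP-1 phosphate liberation. Reagent: Phosphorylated 17-residue peptide substrate.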
# LMPTP inh: LMPTP (human) inhibition; AID 651560; recombinant LMPTP-A, OMFP fluorogenic substrate, fluorescence intensity; P24666; 360,000 tested, 0.22% active; inhibition, % at 20 µM;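 active = compounds that cut the enzyme signal by at least half of the control window in the single-dose screen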;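 also: plate controls were DMSO wells with enzyme plus substrate for no effect and substrate without enzyme for full effect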
#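 test system = LMPTP-A | amount = 0.625 nM LMPTP-A final | reagent = fluorogenic phosphatase substrate OMFP at 400 µM final | incubation = 50 min at room temperature | benchmarks = no-enzyme low control, uninhibited high control | medium = Bis-Tris pH 6.0, DTT, detergent | signal = fluorescence intensity of OMFP turnover product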
# NadD block: inhibitors of Staphylococcus aureus NadD. purified NadD enzyme, colorimetric absorbance read-out. inhibition, % at 20 µM. 360,000 tested, 0.78% active; in the data active = inhibition above about 26%; also: some compounds past the cut are filed as inactive
# CSN inh: inhibitors of human CSN-mediated cullin deneddylation; Q92905; Purified CSN, SCF-Nedd8-OG deneddylation, fluorescence polarization; inhibition, % at 12.5 µM; 360,000 tested, 0.38% active;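 active = pattern-corrected inhibition above about 35%, with an unprinted fluorescence ratio check between 0.5 and 1.5, limit read from the data, passing the limit was not always enough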;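 also: 0% = enzyme with substrate and 100% = substrate without enzyme; some results filed as inactive read as strong as hits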
#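 Test system: Human Csn5 produced in HEK293T cells | Compound: 12.5 µM single point | Times: 90 min, room temperature | Signal: Fluorescence polarization readout | Read-out basis: % inhibition of substrate cleavage by Csn5 | Controls: no-enzyme wells high, enzyme-with-substrate wells low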
# Rpn11 inh: Rpn11 (human) deubiquitinase inhibition. calls only at 20 µM. human 26S proteasome, Ub4-pepOG fluorescence polarization; 20S core pre-blocked with epoxomicin. O00487. 360,000 tested, 0.59% active;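 active = inhibition at 20 µM, scaled to each plate's controls, above about 33%, limit read from the data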
# Starred values were filed as active, the others as inactive; i = inactive; . = not tested or not shown; & = joins results of further samples.
SMILES,TbMetRS inhib,STEP block,MsrA inhibitor,DNMT1 inh,SUMO1 PPI mod,Scp1 inh,LMPTP inh,NadD block,CSN inh,Rpn11 inh
COc1ccc(CCNC(=O)CSc2nnc(Cc3csc(N)n3)n2C)cc1OC,-1.1,0,-0.7,2,-1,-14,-1.8,-7,6,i
O=C(O)CCn1cc(-c2ccc(Cl)cc2)nc1-c1ccc(Cl)nc1,0.1,-3,2.1,0,5,-4,-0.9,-1,1,i
O=C(O)c1cccc(N2C(=O)c3cccnc3C2=O)c1,-0.6,-1,0.7,-2,-19,-13,-0.8,-1,4,i
O=c1c(NCCc2ccc(Cl)cc2)c(-c2ccccc2)c1=O,-1.7,3,0.7,9,16,0,8.2,1,1,i
COc1cc(OC)c2ccc(=O)oc2c1C(CCN1CCCC1)c1ccc(N(C)C)cc1 (centres undefined),-0.3,-1,1.2,-1,-5,-4,0.8,-7,0,i
O=c1ccc(Cc2ccccn2)n[nH]1,0.3,0,0.1,-3,-1,0,0.2,8,-1,i
COc1ccc2c(c1)c1ccc3c(c1n2C)C(=O)C=CC3=O,-0.9,7,1.1,-11,0,-10,12,19,1,i
COC(=O)Nc1ccc(S(=O)(=O)N2CCCC(C(=O)N3CCC(C)CC3)C2)cc1 (centres undefined),-0.1,3,0.2,-1,3,-3,0.0,-1,6,i
O=C(NCCCn1ccnc1)c1cc2cc([N+](=O)[O-])ccc2oc1=O,0.1,-3,2.3,5,-15,-6,-6.9,1,5,i
O=S(=O)(c1ccc(S(=O)(=O)N(Cc2cccs2)CC2CCCO2)cc1)N1CCCCC1 (centres undefined),-1.1,-2,-1.2,1,3,-8,2.7,-7,2,i
Cc1cc(C)c(N=C2SCC(=O)N2Cc2ccco2)c(C)c1,2.1,0,0.0,4,4,5,1.5,0,-6,i
O=C(O)Cn1nc2ccccc2n1,0.0,0,0.1,4,-1,-8,0.2,-7,1,i
COC(=O)C1=C(C)NC(C)=C(C(=O)OC)C1c1ccccn1,-0.5,0,0.9,0,-1,-3,0.6,2,13,i
CCOC(=O)CCCSc1nc(-c2ccc3c(c2)OCO3)cc(C(F)(F)F)c1C#N,-0.5,-4,-0.9,1,-1,-5,0.3,10,1,i
CCC(C)(C)n1nnnc1CN1CCC(NC(=O)c2ccccc2C)CC1,-0.3,-5,-0.7,0,-5,14,-0.1,2,-3,i

# Brought forward from above: five entries; new compounds follow.
SMILES,TbMetRS inhib,STEP block,MsrA inhibitor,DNMT1 inh,SUMO1 PPI mod,Scp1 inh,LMPTP inh,NadD block,CSN inh,Rpn11 inh
Cc1cc(C)c(N=C2SCC(=O)N2Cc2ccco2)c(C)c1,2.1,0,0.0,4,4,5,1.5,0,-6,i
O=C(O)Cn1nc2ccccc2n1,0.0,0,0.1,4,-1,-8,0.2,-7,1,i
COC(=O)C1=C(C)NC(C)=C(C(=O)OC)C1c1ccccn1,-0.5,0,0.9,0,-1,-3,0.6,2,13,i
CCOC(=O)CCCSc1nc(-c2ccc3c(c2)OCO3)cc(C(F)(F)F)c1C#N,-0.5,-4,-0.9,1,-1,-5,0.3,10,1,i
CCC(C)(C)n1nnnc1CN1CCC(NC(=O)c2ccccc2C)CC1,-0.3,-5,-0.7,0,-5,14,-0.1,2,-3,i
CC(=O)Nc1ccc(C(=O)CN2C(=O)NC3(CCCc4ccccc43)C2=O)c(F)c1 (centres undefined),-0.1,1,-0.3,-5,-1,-15,-1.4,1,2,i
Nc1ccc(-c2c3ccccc3nc3ccccc23)cc1,-0.7,1,0.1,-2,-6,-9,9.8,-5,-1,i
CC(C)(C)NC(=O)NC(=O)C[n+]1ccc(Cc2ccc([N+](=O)[O-])cc2)cc1,-0.6,-3,12*,-9,-43,-13,-2.1,-11,2,i
CCCNCC(=O)Nc1cccc(S(=O)(=O)NC2=NCCCCC2)c1,-0.3,0,0.0,1,-3,-12,-0.9,1,3,i
CN(C)C1=NC[C@H](Cc2ccccc2)N1CCc1ccc(F)cc1,0.2,-3,0.5,3,-1,8,-1.7,1,3,i
CCCOc1ccc2c3c(c(=O)oc2c1OCCC)CCC3,-0.5,2,1.8,5,-3,6,2.6,3,0,i
O=C1CC(Cc2ccccc2)C(=O)N1Cc1ccco1 (centres undefined),0.0,-2,.,2,5,-6,0.6,27,3,i
C/C(=N\OC(=O)c1c(-c2ccccc2Cl)noc1C)c1nccs1,-0.7,-1,0.5,0,-3,-10,-0.9,-7,-3,i
CSc1ccc(C(O)c2ncc(-c3ccccc3F)[nH]2)cc1 (centres undefined),-0.1,0,-0.9,-3,0,.,1.0,-11,1,i
COC(=O)C1CCN(C2CN(Cc3ccccc3)S(=O)(=O)C2)CC1 (centres undefined),-1.0,-2,0.7,4,-2,.,-0.9,-4,-2,i
Nc1nc(SCC(=O)Nc2ccccc2)[nH]c(=O)c1-c1ccccc1,-0.4,2,0.7,2,4,-4,0.1,-3,0,i
CCOc1ccc(NC(=O)CN(C)C(=O)c2cc(-c3ccncc3)nc3ccccc23)cc1OCC,-0.3,-1,-0.8,1,-5,-6,-0.5,9,-1,i
COc1ccc(-c2csc3nc(C(C)(C)C)oc(=O)c23)cc1OC,-0.2,-4,0.8,0,4,-12,-2.0,-3,1,i
O=C(NCCNC(=O)c1ccc(Cl)cc1Cl)c1cnccn1,-0.5,-1,1.6,1,4,-3,-1.1,0,-4,i
Nc1cccc(-c2cn3cc(C(F)(F)F)cc(Cl)c3n2)c1,-0.1,0,1.0,-3,-2,-3,1.2,-2,-2,i
CCOc1ccccc1N/C(=C(/C(Cl)=C(Cl)Cl)[N+](=O)[O-])n1cncn1,-0.3,0,0.9,-8,0,-11,0.8,8,-2,i
COc1ccc(C(C(=O)NC2CCCCC2)N2CCC3(CC2)OCCO3)cc1 (centres undefined),0.1,-1,-2.0,-5,-2,1,0.3,3,6,i
COC(=O)c1sc(S(=O)(=O)N2CCC(C)CC2)c(C(=O)OC)c1C,-1.0,5,1.7,9,-3,-4,0.1,-5,1,i
CC(C)C(NC(=O)c1ccccc1)C(=O)NCCc1ccccc1 (centres undefined),0.0,-2,-0.6,-1,0,-3,0.8,4,6,i
O=C(Nc1ccc(-n2cccn2)cc1)C1CCCCN1Cc1cccc2c1OCO2 (centres undefined),-0.3,2,0.0,-4,5,-7,-0.2,2,-4,i
COC(=O)Nc1ccc(S(=O)(=O)N2CCC(Cc3ccccc3)CC2)cc1,-0.1,4,-0.8,-11,0,-11,1.6,-9,-2,i
CC(=O)Nc1cccc(C(=O)OCC(=O)NNC(=O)c2cccs2)c1,-0.4,-3,0.2,0,2,-3,-0.3,-3,0,i
COc1ccc2nc(SCC(=O)N3CCN(c4ccc(F)cc4)CC3)c(C#N)cc2c1,0.6,4,0.8,-7,-5,-2,3.9,15,5,i
Cc1cccc(C)c1NC(=O)CSC(=O)c1sc2ccccc2c1Cl,-0.6,0,-0.3,1,-10,-16,-0.2,14,3,i
COc1ccc(S(=O)(=O)Nc2cccc(/C=C/C(=O)O)c2)cc1,0.2,-2,0.2,1,2,1,-1.5,-1,6,i
C=CCN1c2ccccc2Sc2cnccc21,-0.2,-1,1.6,-3,-3,.,0.2,2,-9,i
CCN(CC)S(=O)(=O)c1cc(C(=O)Nc2cccnc2)ccc1Cl,-0.4,2,0.8,0,3,0,-1.1,-4,-2,i
CCCCN1C(Nc2ccccc2)=NC[C@@H]1CC(C)C,-0.3,-2,-0.7,9,1,-1,0.5,1,4,i
O=c1[nH]c2ccccc2nc1/C=C/c1ccc(O)cc1,-0.8,-3,2.3,-29,-16,-4,1.3,-7,6,.
Cc1ccc(NC(=O)Cc2ccccc2F)cc1S(=O)(=O)N1CCCCCC1,-0.3,1,-0.6,-8,-3,-7,3.8,-10,0,i
CC(NC(=O)c1ccc(S(=O)(=O)C(F)F)cc1)c1ccccc1 (centres undefined),0.3,-3,0.8,1,2,-7,-1.2,-1,4,i
CCOC(=O)C1CCCCN1C(=O)CCc1nnc(-c2ccc3c(c2)OCO3)o1 (centres undefined),-0.3,0,0.0,0,2,-8,0.2,0,6,i
CCOC(=O)NC(Nc1nnc(C)s1)(C(=O)OCC)C(F)(F)F (centres undefined),-0.2,-1,-1.2,0,4,-9,-0.6,-1,0,i
C[C@H](CO)N1C[C@H](C)[C@H](CN(C)C(=O)c2ccc3ccn(C)c3c2)OCc2cnnn2CCCC1=O,0.6,0,1.0,4,-4,.,-2.7,-1,-2,i
CCN(CC)Cc1cc(O)c(CN(CC)CC)cc1O,1.1,3,-0.3,9,19,3,3.4,31*,-10,i
COCCNC(=O)c1cn(Cc2c(F)cccc2Cl)nn1,-0.3,-8,0.3,3,3,6,0.1,-6,0,i
COc1cc(S(=O)(=O)Nc2ccc(C(=O)NCC(=O)O)cc2)ccc1NC(C)=O,0.2,-1,2.4,1,7,0,-1.3,-4,-6,i
CC(C)(C)c1ccc(C(=O)NCCCNC(=O)c2ccccn2)cc1,-1.0,-1,0.4,4,0,-1,-0.3,1,2,i
COc1cc(C(=O)NCCC2=CCCCC2)cc(OC)c1OC,0.2,-2,-0.7,-2,-1,-8,-0.7,-7,-2,i
COc1ccc(-c2cc(C(F)(F)F)nc(SCCC(=O)N3CCCC3)n2)cc1,-0.5,-1,1.2,-5,0,-11,0.9,4,3,i
Cc1ccc(-c2nnc3n2N=C(c2ccccc2Br)CS3)cc1,0.3,3,1.1,-5,3,0,2.9,-1,5,i
Cc1c(CCOC(=O)CC23CC4CC(CC(C)(C4)C2)C3)sc[n+]1Cc1ccc([N+](=O)[O-])cc1,-0.3&0.1,0&2,0.7,9&0,-62&-21,5&13,1.0&-2.8,1&16,-2&1,i
Cc1cccc(OCc2nc(-c3cccnc3)no2)c1,-0.9,-2,0.4,2,-5,-4,-1.1,-1,4,i
Cc1cc(C)n2nc(C(=O)NCCc3ccccc3)nc2n1,-1.2,-8,0.6,2,-2,5,-1.1,3,-7,i
CCOc1ccc(N(CC(=O)NC2CCCCC2)C(=O)CCCC(=O)Nc2ccccn2)cc1,-1.1,0,-0.7,0,-1,-1,-1.5,-2,0,i
